Growth percent in the NCI-60 one-dose screen (48 h, 10 µM unless noted): 100 = growth as untreated, 0 = no growth, -100 = all killed.
SR = SR leukemia cells | 8.7% of 73,000 active
MDA-MB-435 = MDA-MB-435 melanoma. 7.8% of 82,000 active. AID 1794794
K-562 = K-562 leukemia; AID 1794777; 7.4% of 78,000 active
MDA-MB-468 = MDA-MB-468 breast cancer; 8.5% of 78,000 active
BT-549 = BT-549 breast cancer | 4.4% of 78,000 active
MCF7 = MCF7 breast cancer; 6.3% of 82,000 active
MDA-MB-231 = MDA-MB-231 breast cancer. 5% of 81,000 active. AID 1794789
MOLT-4 = MOLT-4 leukemia cells; 6.9% of 80,000 active; AID 1794779
Starred values were filed as active, the others as inactive. Rule for the calls: active = growth percent below 10; inactive = the rest.

Preview, 3 compounds:
`COc1ccc(CN2[C@H](C(=O)NCCCCCCC(=O)NO)Cc3c([nH]c4ccccc34)[C@H]2C2CC2)cc1` gave SR 16, MDA-MB-435 -49*, K-562 7.5*, MDA-MB-468 4.1*, BT-549 25, MCF7 6.4*, MDA-MB-231 -23* and MOLT-4 12.
Screening Cn1c(=O)c2ccc(-c3cc4ccccc4oc3=O)nc2n(C)c1=O returned SR 82, MDA-MB-435 108, K-562 89, BT-549 139, MCF7 59, MDA-MB-231 91 and MOLT-4 86.
Screening COC(=O)c1ccc2oc(NC(=O)c3ccc(NCc4ccccc4)c([N+](=O)[O-])c3)nc2c1 returned SR 105, MDA-MB-435 98, K-562 104, MDA-MB-468 74, BT-549 97, MCF7 87, MDA-MB-231 90 and MOLT-4 99.

Main list, from the start:
`COc1ccc(CN2[C@H](C(=O)NCCCCCCC(=O)NO)Cc3c([nH]c4ccccc34)[C@H]2C2CC2)cc1` gave SR 16, MDA-MB-435 -49*, K-562 7.5*, MDA-MB-468 4.1*, BT-549 25, MCF7 6.4*, MDA-MB-231 -23* and MOLT-4 12.
Screening Cn1c(=O)c2ccc(-c3cc4ccccc4oc3=O)nc2n(C)c1=O returned SR 82, MDA-MB-435 108, K-562 89, BT-549 139, MCF7 59, MDA-MB-231 91 and MOLT-4 86.
Screening COC(=O)c1ccc2oc(NC(=O)c3ccc(NCc4ccccc4)c([N+](=O)[O-])c3)nc2c1 returned SR 105, MDA-MB-435 98, K-562 104, MDA-MB-468 74, BT-549 97, MCF7 87, MDA-MB-231 90 and MOLT-4 99.
`COc1ccc2c(=O)c(C)c(C(=O)N[C@@H](Cc3ccccc3)C(O)C(N)=O)oc2c1` (some centres undefined) gave SR 117, MDA-MB-435 101, K-562 102, MDA-MB-468 88, BT-549 88, MCF7 95, MDA-MB-231 86 and MOLT-4 103.
Screening Nc1nc2c(N=Nc3ccc(Cl)cc3)c(N)nn2cc1-c1nc2ccccc2s1 returned SR 111, MDA-MB-435 103, K-562 112, MDA-MB-468 89, BT-549 102, MCF7 92, MDA-MB-231 92 and MOLT-4 102.
Screening O=C(NNC(=O)c1ccccc1)c1ccccc1 returned SR 95, MDA-MB-435 107, K-562 103, MDA-MB-468 109, BT-549 109, MCF7 92, MDA-MB-231 101 and MOLT-4 97.
CC12C=CC(=O)C=C1CCC1C2CCC2(C)C(C(=O)CO)CCC12 (centres undefined) was read as SR 87, MDA-MB-435 110, K-562 93, MDA-MB-468 114, BT-549 101, MCF7 100, MDA-MB-231 100 and MOLT-4 88.
For CNCCC(Oc1ccc(C(F)(F)F)cc1)c1ccccc1 (centres undefined) the results were MDA-MB-435 91, K-562 94, MDA-MB-468 88, BT-549 92, MDA-MB-231 40 and MOLT-4 87.
Screening Cc1ccc2c(Cn3nnc(C(=O)O)c3C)cc(=O)oc2c1 returned SR 88, MDA-MB-435 106, K-562 91, MDA-MB-468 97, BT-549 99, MCF7 95, MDA-MB-231 97 and MOLT-4 80.
N#C/C(=C\c1ccc2c(c1)OCO2)c1nc(N)nc(Nc2ccc(S(N)(=O)=O)cc2)n1 was read as SR 89, MDA-MB-435 103, K-562 104, MDA-MB-468 74, BT-549 102, MCF7 84, MDA-MB-231 95 and MOLT-4 96.

An excerpt from further up:
`COc1ccc(CN2[C@H](C(=O)NCCCCCCC(=O)NO)Cc3c([nH]c4ccccc34)[C@H]2C2CC2)cc1` gave SR 16, MDA-MB-435 -49*, K-562 7.5*, MDA-MB-468 4.1*, BT-549 25, MCF7 6.4*, MDA-MB-231 -23* and MOLT-4 12.
Screening Cn1c(=O)c2ccc(-c3cc4ccccc4oc3=O)nc2n(C)c1=O returned SR 82, MDA-MB-435 108, K-562 89, BT-549 139, MCF7 59, MDA-MB-231 91 and MOLT-4 86.
Screening COC(=O)c1ccc2oc(NC(=O)c3ccc(NCc4ccccc4)c([N+](=O)[O-])c3)nc2c1 returned SR 105, MDA-MB-435 98, K-562 104, MDA-MB-468 74, BT-549 97, MCF7 87, MDA-MB-231 90 and MOLT-4 99.
`COc1ccc2c(=O)c(C)c(C(=O)N[C@@H](Cc3ccccc3)C(O)C(N)=O)oc2c1` (some centres undefined) gave SR 117, MDA-MB-435 101, K-562 102, MDA-MB-468 88, BT-549 88, MCF7 95, MDA-MB-231 86 and MOLT-4 103.

New compounds follow.
COc1ccc2oc(=O)cc(Cn3cc(Cn4cnc5c4c(=O)n(C)c(=O)n5C)nn3)c2c1 was read as SR 106, MDA-MB-435 108, K-562 103, MDA-MB-468 101, BT-549 105, MCF7 92, MDA-MB-231 98 and MOLT-4 103.
`Nc1cc(=O)[nH]c(SCC(=O)Nc2nc(-c3ccccc3)cs2)n1` gave SR 100, MDA-MB-435 107, K-562 102, MDA-MB-468 80, BT-549 86, MCF7 61, MDA-MB-231 89 and MOLT-4 105.
COC(=O)[C@]12CCC(C)(C)C[C@H]1C1=CC[C@@H]3[C@@]4(C)C/C(=C/c5ccncc5)C(=O)C(C)(C)[C@@H]4CC[C@@]3(C)[C@]1(C)CC2 was read as SR 31, MDA-MB-435 81, K-562 67, MDA-MB-468 108, BT-549 109, MCF7 51, MDA-MB-231 86 and MOLT-4 33.
`COc1ccc(Cn2cc3c(c2-c2cc(OC)c(OC)c(OC)c2)CCCc2cnoc2-3)cc1N` gave SR 18, MDA-MB-435 -45*, K-562 20, MDA-MB-468 47, BT-549 68, MCF7 15, MDA-MB-231 35 and MOLT-4 17.
Screening COc1ccc(Cn2cc(COc3ccc4c5ccnc(C)c5n(CCCc5ccccc5)c4c3)nn2)cc1 returned SR -29*, MDA-MB-435 63, K-562 63, MDA-MB-468 62, BT-549 68, MCF7 48, MDA-MB-231 66 and MOLT-4 38.
For CN1C(=O)C2(SCC(C(=O)NC(C)(C)C)N2C(=O)C2CCCCC2)c2cc(F)ccc21 (centres undefined) the results were SR 106, MDA-MB-435 105, MDA-MB-468 107, BT-549 108, MCF7 95, MDA-MB-231 104 and MOLT-4 98.
For O=C1OCCN1N1CCOC1=O the results were SR 94, MDA-MB-435 105, K-562 102, MDA-MB-468 104, BT-549 108, MCF7 100, MDA-MB-231 111 and MOLT-4 105.
Screening C/C(=N\NC(=O)c1ccc(S(N)(=O)=O)cc1)c1cc2cc(Br)ccc2oc1=O returned SR 103, MDA-MB-435 96, K-562 117, MDA-MB-468 90, BT-549 85, MCF7 95, MDA-MB-231 88 and MOLT-4 106.
Screening COC1=CC(c2ccc[nH]2)=N/C1=C\c1[nH]c(C)c(C(=O)CCCCCCCCC(=O)O[C@H]2CC[C@H]3C4CCc5cc(O)ccc5C4CC[C@]23C)c1C (some centres undefined) returned SR -15*, MDA-MB-435 14, K-562 13, MDA-MB-468 38, BT-549 38, MCF7 24, MDA-MB-231 3.9* and MOLT-4 20.
`COc1ccc(C2CC(=O)Nc3c(-c4ccc(F)cc4)nsc32)cc1` (centres undefined) gave SR 72, MDA-MB-435 102, K-562 85, MDA-MB-468 79, BT-549 97, MCF7 93, MDA-MB-231 100 and MOLT-4 76.
Screening C=CCOc1nc(N)nc(N)n1 returned SR 137, MDA-MB-435 109, K-562 72, MDA-MB-468 78, BT-549 115, MCF7 94, MDA-MB-231 101 and MOLT-4 129.
`COc1cc(/C=C/c2nc3ccccc3nc2NNC(=O)Nc2cccc(Cl)c2)ccc1O` gave SR 78, MDA-MB-435 95, K-562 77, MDA-MB-468 79, BT-549 70, MCF7 59, MDA-MB-231 74 and MOLT-4 59.
`CC/C(=N\Nc1nc2ccccc2n1C)c1ccccn1` gave SR 3.7*, MDA-MB-435 19, K-562 8.3*, MDA-MB-468 -14*, BT-549 21, MCF7 8.8*, MDA-MB-231 21 and MOLT-4 1.5*.
`CCn1ncc2c(NNS(=O)(=O)c3ccccc3)ncnc21` gave SR 97, MDA-MB-435 108, K-562 97, MDA-MB-468 106, BT-549 99, MCF7 95, MDA-MB-231 95 and MOLT-4 109.
For Cc1c(Cc2ccccc2)c(=O)oc2c(C)c(OCC(=O)n3nc(C#N)cc3N)ccc12 the results were SR 90, MDA-MB-435 102, K-562 102, MDA-MB-468 114, BT-549 90, MCF7 90, MDA-MB-231 103 and MOLT-4 98.
CC[C@@H]1NC(=O)[C@@H]2CCCCN2C(=O)[C@@H]2CCCN2C(=O)[C@@H](NC(=O)[C@H](Cc2cc(F)cc(F)c2)NC(=O)Nc2ccc(C3CC3)cc2F)[C@H](C)OC(=O)[C@@H]2C[C@@H](C)CN2C1=O was read as SR 15, MDA-MB-435 3.1*, K-562 10, MDA-MB-468 -34*, BT-549 5.8*, MCF7 13, MDA-MB-231 -31* and MOLT-4 17.
Screening O=C(/C=C/C12c3ccccc3C(c3ccccc31)C1C(=O)N(c3ccccc3)C(=O)C12)c1ccc(Cl)cc1 (centres undefined) returned SR 17, MDA-MB-435 0.2*, K-562 18, MDA-MB-468 3.1*, BT-549 16, MCF7 18, MDA-MB-231 -12* and MOLT-4 12.
`CC(O)C(NC(=O)OCc1ccccc1)C(=O)NCC(=O)NCC(=O)OCc1ccccc1` (centres undefined) gave SR 103, MDA-MB-435 117, K-562 93, MDA-MB-468 109, BT-549 95, MCF7 100, MDA-MB-231 105 and MOLT-4 98.
For Cc1ccc2c(c1)C(O)(CC(=O)c1cc3ccccc3oc1=O)C(=O)N2 (centres undefined) the results were SR 78, MDA-MB-435 103, K-562 98, MDA-MB-468 60, BT-549 100, MCF7 53, MDA-MB-231 85 and MOLT-4 97.
`CC(=O)c1ccc(NC(=O)CSc2nnc(-c3cc(-c4ccc(S(C)(=O)=O)cc4)nc4ccccc34)n2-c2ccccc2)cc1` gave SR 88, MDA-MB-435 99, K-562 90, MDA-MB-468 98, BT-549 93, MCF7 88, MDA-MB-231 55 and MOLT-4 93.
`O=C(CN1CCN(c2cc3c(cc2F)c(=O)c(C(=O)O)cn3C2CC2)CC1)N/N=C/c1cccnc1` gave SR 94, MDA-MB-435 104, K-562 88, MDA-MB-468 92, BT-549 97, MCF7 104, MDA-MB-231 100 and MOLT-4 96.
For O=C(/C=C/c1cccnc1)c1ccccc1 the results were SR 15, MDA-MB-435 80, K-562 29, MDA-MB-468 99, BT-549 103, MCF7 26, MDA-MB-231 116 and MOLT-4 82.
For O=C(Nc1cc(C(F)(F)F)cc(C(F)(F)F)c1)Nc1cc(F)c(F)cc1C(=O)O the results were SR 119, MDA-MB-435 97, K-562 82, MDA-MB-468 78, BT-549 104, MCF7 92, MDA-MB-231 102 and MOLT-4 88.
`Cn1c2ccccc2c2c(=O)c3c([nH]c21)-c1ccccc1C3` gave SR 98, MDA-MB-435 107, K-562 89, MDA-MB-468 97, BT-549 109, MCF7 54, MDA-MB-231 85 and MOLT-4 100.
For CC(C(=O)O)N1C(=O)/C(=C/c2ccc(O)c(O)c2)SC1=S (centres undefined) the results were SR 103, MDA-MB-435 103, K-562 107, MDA-MB-468 104, BT-549 114, MCF7 97, MDA-MB-231 98 and MOLT-4 105.
Nc1nnc2nc(CC(=O)c3ccccc3)c(CC(=O)c3ccccc3)nn12 was read as MDA-MB-435 117, K-562 117, MDA-MB-468 114, BT-549 133, MCF7 106, MDA-MB-231 113 and MOLT-4 122.
Screening CC(C)c1ncc(CO)n1Cc1c(Cl)cccc1Cl returned SR 97, MDA-MB-435 102, K-562 92, MDA-MB-468 97, BT-549 104, MCF7 100, MDA-MB-231 115 and MOLT-4 101.
`O=C(NO)/C(CC(=O)c1ccccc1O)=N\O` gave SR 106, MDA-MB-435 106, K-562 116, MDA-MB-468 100, BT-549 118, MCF7 97, MDA-MB-231 92 and MOLT-4 139.
Screening CC1=NN(c2nc(-c3c(O)cc(C)oc3=O)cs2)C(=O)/C1=C\c1ccc(C)cc1 returned SR 91, MDA-MB-435 106, K-562 95, MDA-MB-468 98, BT-549 92, MCF7 102, MDA-MB-231 109 and MOLT-4 95.
Screening CCCCCCCCCCCC(=O)OCCc1ccccc1 returned SR 101, MDA-MB-435 99, K-562 119, MDA-MB-468 98, BT-549 94, MCF7 100, MDA-MB-231 107 and MOLT-4 101.
`O=C(Cc1ccccc1)Nc1ccccc1` gave SR 101, MDA-MB-435 106, K-562 97, MDA-MB-468 119, BT-549 108, MCF7 95, MDA-MB-231 100 and MOLT-4 97.
Screening N#CCc1nnc(NC(=O)c2ccc(-n3c(=O)[nH]c4ccccc4c3=O)cc2)s1 returned SR 93, MDA-MB-435 106, K-562 101, MDA-MB-468 121, BT-549 109, MCF7 91, MDA-MB-231 96 and MOLT-4 103.
`CN1CCN(c2nc(-c3cnc4ccccc4n3)cc3ccccc23)CC1` gave SR 1.4*, MDA-MB-435 27, K-562 -52*, MDA-MB-468 9.2*, BT-549 86, MCF7 55, MDA-MB-231 71 and MOLT-4 55.
COc1cc(-c2nc(Nc3nc4ccccc4s3)[nH]c(=O)c2C#N)cc(OC)c1O was read as SR 108, MDA-MB-435 120, K-562 100, MDA-MB-468 105, BT-549 98, MCF7 96, MDA-MB-231 106 and MOLT-4 95.
For CCCCCC(=O)OCCC the results were SR 75, MDA-MB-435 100, K-562 94, MDA-MB-468 104, BT-549 109, MCF7 97, MDA-MB-231 112 and MOLT-4 96.
`CCCCNC(c1ccc(N(CC)CC)cc1)C(Cl)(Cl)Cl` (centres undefined) gave SR 89, MDA-MB-435 103, K-562 92, MDA-MB-468 95, BT-549 109, MCF7 91, MDA-MB-231 100 and MOLT-4 95.
Screening CSC(=Nc1ccc([N+](=O)[O-])cc1C#N)NC(=O)c1ccccc1 returned MDA-MB-435 100, K-562 91, MDA-MB-468 109, BT-549 97, MCF7 83, MDA-MB-231 101 and MOLT-4 94.
C=CCN(CCOC(=O)c1ccc([N+](=O)[O-])cc1)CCOC(=O)c1ccc([N+](=O)[O-])cc1 was read as MDA-MB-435 107, K-562 92, MDA-MB-468 105, BT-549 100, MCF7 96, MDA-MB-231 96 and MOLT-4 96.
`COc1ccc2c(c1)c(/C=N/Nc1ccnc3cc(Cl)ccc13)cn2C` gave SR -23*, MDA-MB-435 -93*, K-562 -48*, MDA-MB-468 -87*, BT-549 -77*, MCF7 -80*, MDA-MB-231 -83* and MOLT-4 -50*.

From PubChem BioAssay

Compounds as they come. About 15% of those tested had a hit in this group.
